MgcRacGAP inhibition = MgcRacGAP GTPase-activating activity inhibitors, confirmation, biochemical, ADP Hunter fluorescence. MgcRacGAP-stimulated Rac1 GTP hydrolysis, ADP Hunter fluorescence; higher % means a stronger effect; GST-tagged Rac1 F28L mutant substrate. inhibition, % at 30 µM; hits with a dose series show IC50 in µM. hit rate 0.6% among 340,000. AID 624330;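 active means first-screen hits whose inhibition reached a set limit at any dose in the follow-up dose series; inconclusive means inhibition above the set first-screen limit but never retested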;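 further: fluorescence reports GDP produced by GAP-driven GTP hydrolysis; strong numbers were not always called active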
KOR beta-arrestin-1 = KOR antagonists, beta-arrestin recruitment, cell-based, luminescence, uHTS (AID 1778) | KOR beta-arrestin recruitment, luminescence, antagonist mode; higher % means a stronger effect | inhibition, % at 10 µM, or IC50 in µM where a hit was titrated | hit rate 0.091% among 290,000; further: strong numbers were not always called active
HIV peptide binding = cell-free HIV fusion peptide-binding blockers – biochemical, uHTS, fluorescence dequenching, primary screen (AID 1986); inhibition, % at 20 µM, or IC50 in µM where a hit was titrated; hit rate 0.3% among 290,000; cell-free peptide binding, fluorescence dequenching, 30 min; higher % means a stronger effect; in the data active means inhibition mostly above about 52%, no sharp cut-off; inactive means mostly below about 76%; further: some results filed as inactive read as strong as hits
NOD1 inhibition = NOD1 signaling inhibitors, primary screen, cell-based, luminescence, uHTS (AID 1578). one-dose inhibition, % at 4 µM; EC50 in µM for titrated hits. NOD1-driven NF-kB luciferase reporter cells, luminescence; higher % means a stronger effect. hit rate 1% among 290,000; in the data active means inhibition mostly above about 36%, no sharp cut-off; inactive means mostly below about 34%;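 further: HEK-293T reporter cells stimulated with the NOD1 agonist gamma-tri-DAP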
NOD2 inhibition = NOD2 signaling inhibitors, cell-based, luminescence, uHTS, HEK293 (AID 1566); HEK293 NOD2/NF-kB luciferase reporter, luminescence; higher % means a stronger effect; inhibition, % at 4 µM, or EC50 in µM where a hit was titrated; hit rate 0.63% among 290,000; further: many of its hits are not listed in these tables
GPR55 antagonists = inhibition of LPI-stimulated GPR55 beta-arrestin translocation – imaging, U2OS, beta-arrestin-GFP, LPI agonist, primary screen (AID 2013) | inhibition, % at 10 µM; hits with a dose series show IC50 in µM | hit rate 0.13% among 290,000 | U2OS GPR55 beta-arrestin-GFP translocation imaging, LPI antagonism; higher % means a stronger effect;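 active means spots per cell inhibited over 60%, with over 100 cells counted and total cytoplasm intensity under 500,000; inconclusive means wells with under 100 cells, flagged as likely toxic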;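 further: U2OS cells stably carrying GPR55 and arrestin-GFP stimulated by 5 µM LPI near EC80; imaged beta-arrestin-GFP aggregate spots per cell after agonist stimulation; plate controls were LPI-stimulated DMSO wells for no effect and DMSO wells without LPI for full effect; some results filed as inactive read as strong as hits; confirmed hits need IC50 under 10 µM and bright autofluorescent wells are also inconclusive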
Large T inhibition = SV40 large T antigen inhibitors, biochemical (AID 1903). SV40 large T antigen ATPase/helicase inhibition assay; higher % means a stronger effect. one-dose inhibition, % at 20 µM; IC50 in µM for titrated hits. hit rate 0.39% among 310,000; in the data active means a potency from the dose series; inconclusive means inhibition mostly from about 32% at the one dose, without a potency; inactive means the rest, 99 in 100 with inhibition below about 32%; further: strong numbers were not always called active
GPR55 activation = GPR55 agonists via beta-arrestin recruitment, primary screen, imaging, U2OS cells, beta-arrestin-GFP redistribution (AID 1961) | U2OS GPR55 beta-arrestin-GFP redistribution imaging; higher % means a stronger effect | activation, % at 10 µM; hits with a dose series show EC50 in µM | hit rate 0.048% among 290,000;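 active means activation above 40% with more than 50 cells counted in the well; inconclusive means wells holding fewer than 50 cells, flagged as toxic or sparse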;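 further: U2OS osteosarcoma cells stably expressing GPR55 and beta-arrestin-GFP; plate controls were DMSO negative control for no effect and LPI positive control for full effect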
KOR beta-arrestin-2 = KOR agonists, beta-arrestin recruitment, primary screen, cell-based, luminescence, uHTS (AID 1777) | hit rate 0.02% among 280,000 | activation, % at 10 µM, or EC50 in µM where a hit was titrated | KOR beta-arrestin recruitment, luminescence; higher % means a stronger effect; in the data active means activation above about 50%, passing the limit was not always enough; further: a part of the inactive calls stands beside numbers as strong as those of hits
The depositor's hits bear a star; ? = inconclusive; / = no result given; [ ] = another dose, or the depositor's remark. Unless noted, no stated cut-off is given here; in the data, active means inhibition above about 50%; inactive means the rest. The list is partial, so the mix of outcomes need not match the whole.

Values in the order – KOR beta-arrestin-2	GPR55 antagonists	MgcRacGAP inhibition	NOD2 inhibition	KOR beta-arrestin-1	Large T inhibition	GPR55 activation	NOD1 inhibition	HIV peptide binding
- Cc1noc(C)c1CSCC(=O)N(CCC(C)C)c1c(N)n(Cc2ccccc2)c(=O)[nH]c1=O
 : -2.3%	0%	4%	-4%	6%	21%	0.3%	-29%	2.4%
- CC(=O)c1cnc(-c2cccc(Cl)c2)s1
 : -3.2%	9%	6%	-25%	26%	5%	-0.3%	-57%	1.0%
- CC(=O)OCC1OC(OC(C)=O)C(NC(=O)c2cccnc2)C(OC(C)=O)C1OC(C)=O (stereo not drawn)
 : 1.3%	0%	10%	12%	/	5%	0.1%	-30%	3.8%
- Cc1ccc(OCC(=O)N2N=C(c3ccc(Cl)cc3)CC2c2ccco2)c([N+](=O)[O-])n1 (stereo not drawn)
 : 3.7%	12%	-4%	-4%	-26%	2%	0.2%	-27%	3.1%
- CC(C)C(=O)NCCc1nc2ccccc2n1CCCOc1ccc(Cl)cc1
 : 5.1%	-8%	9%	10%	1%	4%	-0.1%	5%	0.2%
- COC(=O)NC1CSCC1OC(=O)CN1C(=O)c2ccccc2C1=O (stereo not drawn)
 : -0.6%	0%	4%	-15%	0%	-4%	0.2%	-31%	-0.1%
- COc1cc(C(=O)N2CCN(C)CC2)cc(OC)c1OC
 : -1.9%	7%	10%	0%	2%	8%	-0.1%	-33%	0.7%
- O=S(=O)(CCc1nc2ccccc2o1)c1ccc(Cl)c(Cl)c1
 : -1.6%	10%	?	10%	21%	3%	-0.2%	-2%	0.3%
- Cc1cc(C)nc(-n2nc(C)c(Br)c2Nc2ccc(Br)cc2)n1
 : 4.9%	9%	7%	-24%	-30%	1%	0.2%	-11%	0.5%
- COc1ccc(NC(=O)CS(=O)CC(=O)Nc2ccc(-n3cnnn3)c(C)c2)cc1 (stereo not drawn)
 : -5.0%	11%	4%	4%	6%	14%	-0.2%	-12%	0.5%
- N#C/C(=C\C1=C(N2CCOCC2)C(=C\c2ccc(Cl)cc2)/CC1)C(=O)Nc1ccccc1F
 : 4.5%	5%	8%	2%	37%	3%	1.9%	-7%	13%
- COc1cccc(CN2CCNC(=O)C2CC(=O)N(C)C2CCOCC2)c1 (stereo not drawn)
 : 3.8%	-7%	5%	9%	-55%	1%	-0.1%	-10%	-0.4%
- c1ccc(-c2nnc3n2-c2ccccc2SC3)cc1
 : 0.1%	-8%	6%	16%	14%	8%	-0.2%	-2%	-1.5%
- Cc1ccc(S(=O)(=O)N2CC3CCC2C3)cc1 (stereo not drawn)
 : 0.8%	-6%	5%	12%	-40%	0%	-0.1%	-11%	0.9%
- O=C(CC1C(=O)NCCN1Cc1c(F)cccc1Cl)NCCC1=CCCCC1 (stereo not drawn)
 : /	8%	-2%	8%	3%[20 µM]	20%	-0.1%	-34%	0.4%

Given in markdown: entries from further up.
| SMILES | KOR beta-arrestin-2 | GPR55 antagonists | MgcRacGAP inhibition | NOD2 inhibition | KOR beta-arrestin-1 | Large T inhibition | GPR55 activation | NOD1 inhibition | HIV peptide binding |
| --- | --- | --- | --- | --- | --- | --- | --- | --- | --- |
| O=S(=O)(CCc1nc2ccccc2o1)c1ccc(Cl)c(Cl)c1 | -1.6% | 10% | ? | 10% | 21% | 3% | -0.2% | -2% | 0.3% |
| Cc1noc(C)c1CSCC(=O)N(CCC(C)C)c1c(N)n(Cc2ccccc2)c(=O)[nH]c1=O | -2.3% | 0% | 4% | -4% | 6% | 21% | 0.3% | -29% | 2.4% |

Continuation.
Values in the order – KOR beta-arrestin-2	GPR55 antagonists	MgcRacGAP inhibition	NOD2 inhibition	KOR beta-arrestin-1	Large T inhibition	GPR55 activation	NOD1 inhibition	HIV peptide binding
- C=CCn1c(SCC(=O)NC2CCCCC2)nnc1-c1cccnc1
 : 3.9%	-1%	5%	14%	-46%	-3%	-0.2%	13%	1.0%
- CC(=O)N1CC(=O)N=C1SCC(=O)Nc1nc(C)c(-c2ccccc2)s1
 : -1.1%	8%	-6%	-53%	-11%	21%	0.1%	27%	-0.4%
- CCn1c(=S)sc2c(=O)[nH]c(C)nc21
 : -0.3%	8%	6%	17%	-20%	8%	0.1%	-7%	-2.1%
- O=C(COc1ccccc1)N1CCN=C1SCc1cccc(F)c1
 : 3.9%	-17%	8%	18%	26%	15%	-0.3%	-2%	-0.6%
- Cc1cc(O)c(C(C)C)cc1NS(=O)(=O)c1ccccc1
 : 2.5%	-11%	3%	-4%	-48%	5%	-0.1%	25%	0.1%
- CCOC(=O)C/C(C)=N/NC(=O)CN(c1ccc(Br)cc1)S(=O)(=O)c1ccccc1
 : 5.2%	-18%	8%	0%	14%	9%	0.2%	2%	-2.3%
- COc1cc2sc(NC(=O)c3ccco3)nc2cc1Cl
 : -3.8%	17%	2%	-40%	2%	17%	0.3%	-3%	-0.9%
- COc1ccc(/C=C(/C#N)C(=O)Nc2ccc(O)cc2)cc1C(=O)O
 : 1.7%	-3%	?	-11%	4%	37µM*	0.5%	-49%	-1.0%
- CCOc1ccc(CCNC(=O)COC(=O)c2c(C)nn(-c3ccccc3)c2C)cc1OCC
 : -2.5%	8%	8%	22%	15%	14%	-0.1%	-16%	-1.5%
- CCOC(=O)C1CCCN(S(=O)(=O)c2ccc(S(N)(=O)=O)cc2)C1 (stereo not drawn)
 : 4.8%	5%	5%	26%	-25%	21%	-0.2%	24%	1.2%
- CC1CCCCN1CCNC(=O)CCc1nnc2n(Cc3ccccc3)c(=O)c3ccccc3n12 (stereo not drawn)
 : -4.2%	-13%	5%	13%	-12%[20 µM]	/	0.6%	4%	1.3%
- C=CCc1ccc(OCCCNCc2ccccc2)c(OC)c1
 : 2.6%	7%	28%	-30%	-28%[20 µM]	6%	0.5%	-37%	1.2%
- COc1cc(CN(C)CC2CCCN(CCc3cccc(C(F)(F)F)c3)C2)ccc1O (stereo not drawn)
 : -5.1%	9%	1%	5%	-35%[20 µM]	19%	0.1%	0%	0.6%
- C(=N\N1CCN(c2ccccn2)CC1)/c1ccccn1
 : -6.0%	14%	14%	-42%	-2%	10%	-0.1%	-7%	-1.5%
- Cc1onc(-c2ccccc2)c1C(=O)NC(=S)NNC(=O)c1ccccc1O
 : 1.4%	16%	5%	-8%	9%	29%	0.1%	38%	12%
- Fc1ccc(Oc2cnns2)cc1
 : 0.8%	-4%	6%	6%	-20%	7%	-0.1%	-47%	-0.6%
- CCOc1ccccc1-c1nc(-c2cc3ccccc3nc2OC)no1
 : /	-10%	9%	-2%	-4%	20%	0.2%	-11%	1.7%
- Cc1ccc(C(=O)COC(=O)C(C)N2C(=O)C3C4CCC(C4)C3C2=O)cc1C (stereo not drawn)
 : 5.1%	3%	7%	0%	-31%	2%	-0.1%	-48%	0.7%
- CN(C)S(=O)(=O)n1cc(/C=C(\NC(=O)c2ccccc2Cl)C(=O)NCCCN2CCOCC2)c2ccccc21
 : 0.3%	16%	5%	24%	-5%	9%	-0.3%	-12%	-0.9%
- O=C(c1cc2ccccc2o1)N1CCN(c2ccccc2Cl)CC1
 : -6.8%	6%	4%	19%	-49%	1%	-0.1%	13%	1.9%
- O=C(/C=C\c1ccco1)Nc1ccc(N2CCN(C(=O)c3ccccc3)CC2)cc1
 : -2.4%	-2%	9%	10%	/	9%	1.0%	-8%	-1.8%
- Cc1cc(C(=O)Nc2ccc(N3CCOCC3)cc2)c2ccccc2n1
 : 3.1%	11%	10%	-2%	-10%	11%	-0.3%	/	4.2%
- CCc1ccc(C2NC(c3ccc(CC)cc3)C([N+](=O)[O-])C(C)(C)C2[N+](=O)[O-])cc1 (stereo not drawn)
 : -4.0%	0%	4%	-2%	36%	1%	-0.4%	3%	-2.6%
- COCCNC(=O)CSc1nnc(-c2ccc(C)cc2)c(-c2ccc(C)cc2)n1
 : -5.9%	-7%	6%	13%	-35%[20 µM]	3%	-0.1%	-21%	-0.1%
- O=C(NCCc1ccccc1)c1ccc2c(c1)N(Cc1ccccc1)C(=O)CS2=O (stereo not drawn)
 : -4.6%	5%	7%	10%	10%	8%	0.2%	-13%	-1.8%
- COc1ccc(C2C(C(=O)N3CCN(c4ccc(OC)cc4)CC3)c3ccccc3C(=O)N2C)cc1 (stereo not drawn)
 : 3.0%	16%	8%	-8%	-28%	18%	-0.1%	-11%	-0.5%
- N#CC1(Cc2ccc(Cl)cc2)c2ccccc2C=CN1C(=O)c1ccccc1 (stereo not drawn)
 : 5.6%	-2%	13%	-8%	-38%	3%	0.0%	17%	-0.4%
- COc1ccc2[nH]cc(CCNC(=O)C3CCCCC3)c2c1
 : 4.4%	-2%	3%	11%	-20%[20 µM]	1%	0.3%	26%	-0.8%
- COc1ccccc1NC(=O)c1cc(C(=O)O)ccc1C(=O)O
 : 18%	10%	8%	8%	-14%	6%	-0.2%	-11%	-0.3%
- COC(=O)c1ccc(Cn2cc([N+](=O)[O-])cn2)cc1
 : 2.0%	-6%	12%	12%	-12%	2%	-0.1%	0%	0.3%
- O=C(Nc1cccc(F)c1)c1ccc(Br)o1
 : 2.5%	-3%	4%	-28%	-35%	8%	0.7%	-12%	-0.9%
- CCOC(=O)COc1ccc(C(=O)Nc2cccc(Cl)c2C)cc1
 : -6.5%	-12%	4%	4%	5%[20 µM]	8%	-0.1%	-33%	0.3%
- Cc1c(C(=O)N2CCN(Cc3ccc4c(c3)OCO4)CC2)cccc1[N+](=O)[O-]
 : 1.7%	9%	-2%	18%	16%	16%	0.1%	-20%	-0.7%
- O=C(O)C1Cc2ccccc2-c2ccccc2C1
 : -3.1%	8%	5%	19%	15%	-4%	-0.1%	1%	-0.8%
- COc1cc2c(cc1/C=C1/NC(=O)N(CC(=O)Nc3ccccc3)C1=O)OCO2
 : -6.0%	8%	-2%	2%	6%[20 µM]	25%	0.2%	-15%	2.6%
- CC(C)Cc1csc(NC(=O)c2ccc(Cl)cc2)c1C(=O)O
 : 4.2%	-1%	16%	33%	-35%	24%	0.5%	58%	55%
- O=C(Nc1cccc(C(F)(F)F)c1)n1cc(-c2ccccn2)c(N2CCOCC2)n1
 : -2.2%	15%	7%	9%	3%	5%	0.2%	-16%	-1.0%
- Cc1ccc(OCCNC(=O)c2ccc(C)cc2)cc1
 : -8.6%	12%	0%	-8%	-18%	21%	0.0%	8%	-0.2%
- S=C(Nc1ccccc1Cl)N(CCCN1CCOCC1)Cc1ccccn1
 : -4.5%	8%	7%	16%	3%	6%	-0.3%	-13%	-0.9%
- COc1ccc(CNC(=O)C2CCCN2S(=O)(=O)c2ccc(S(=O)(=O)N(C)C)cc2)cc1 (stereo not drawn)
 : -7.0%	3%	-2%	-4%	-6%	10%	-0.3%	-12%	12%

High-throughput results from PubChem.
